Bioassay records as filed in PubChem.
TbPYK inhibitor: blocks Trypanosoma brucei pyruvate kinase | TbPYK enzyme, Kinase-Glo Plus ATP luminescence, 45 min | Q57TT1 | Potency, µM (highest dose often 76.8 µM), for the others: at the top dose activity, negative = inhibition, actives largely listed as inhibitors | hit rate 0.12% among 410,000; active = well fitted inhibition curve with a large enough effect; inconclusive = small, poorly fitted or top-dose-only effect; also: nearly all actives have a fitted effect of over 50% in size
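In this concentration-response screen, enzyme-free wells defined baseline while DMSO plates tracked drift. Each reaction combined TbPYK, substrate, compound and 130 uM ADP for 45 min at room temperature. Kinase-Glo Plus luminescence gave the signal.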
Active calls of the source: *; ? = inconclusive; [ ] = another dose, or the depositor's remark. % is scaled to controls: 0 for no effect and ±100 for the full control effect; potency is read from the fitted curve at half-maximal effect. Some of the compounds tested (hit frequency here may not be typical).

| Molecule | TbPYK inhibitor |
| --- | --- |
| O=C(Nc1ccc(Cl)cc1)c1cc2nc(-c3ccc4c(c3)OCO4)cc(C(F)(F)F)n2n1 | -2% |
| C[C@@H]1CCCCO[C@H](CN(C)S(=O)(=O)c2ccc(F)cc2)[C@@H](C)CN([C@H](C)CO)C(=O)c2cc(NC(=O)Nc3ccc(C(F)(F)F)cc3)ccc2O1 | 8% |
| CCOc1ccc(S(=O)(=O)NCCc2sc3nc(-c4ccc(F)cc4)nn3c2C)cc1 | 47%[activator] |
| COc1ccc(CCNC(=O)c2csc3c2CCCCC3)c(OC)c1 | -6% |
| COc1ccc(N2CCN(C(=O)c3cc(NS(=O)(=O)c4ccc(F)cc4)ccn3)CC2)cc1 | 1% |
| COc1ccc(C(=O)CCC(=O)Nc2ccc(C)c(Cl)c2)cc1 | 0% |
| CN(C1CCCCC1)S(=O)(=O)c1ccc2c(c1)c(=O)c(C(=O)NCCc1ccc(Cl)cc1)cn2C | 11% |
| COc1ccc(-c2nn(-c3ccccc3)cc2CNC[C@H]2O[C@@H](n3cnc4c(=O)[nH]c(N)nc43)[C@H](O)[C@@H]2O)cc1 | -1% |
| CCOC(=O)c1ccc(NC(=O)c2c(NCc3sccc3C)sc3c2CCCCC3)cc1 | ? |
| COc1ccc(C2C=C(c3cccc(OC)c3)Nc3c(C(=O)Nc4ccccc4)cnn32)cc1 (stereo unspecified) | -6% |
| CCN1C(=O)C(Cc2nc3ccccc3c(=O)n2-c2ccc(OC)cc2)c2cc(C)ccc21 (stereo unspecified) | -6% |
| COc1cccc(Cn2c(=O)n(CC3CCC(C(=O)N4CCCCC4)CC3)c(=O)c3sccc32)c1 (stereo unspecified) | 2% |
| CCOc1ccc(C2C(C(=O)Nc3ccccc3OC)=C(C)Nc3c(C(=O)Nc4cccc(C)c4)cnn32)cc1 (stereo unspecified) | -10% |
| COc1ccc(CCNC(=O)CS(=O)(=O)Cc2nc(-c3cccc(Cl)c3)oc2C)cc1OC | 0% |
| COc1ccc(-c2ccc(CN3C(C)C(=O)N(Cc4cn(CCC5OCCCO5)nn4)CCS3(=O)=O)cc2)cc1 (stereo unspecified) | -8% |
| CCC(=O)N1CCc2cc(S(=O)(=O)NC(C(=O)NCc3ccccc3Cl)C(C)C)ccc21 (stereo unspecified) | -1% |
| Cc1cc(C)cc(-n2c(SCC(=O)Nc3cccc(F)c3)nc3c([nH]c4ccccc43)c2=O)c1 | -3% |
| c1ccc2c(c1)oc1c(-c3cccc4nccn34)cccc12 | -1% |
| CCCN(C(=O)C1CCN(S(=O)(=O)c2c(C)noc2/C=C/c2ccc(C)cc2)CC1)c1ccccc1F | -9% |
| CC1(C(=O)NS(=O)(=O)c2cccc(F)c2)CCN1C(=O)c1cccc2ccccc12 (stereo unspecified) | 4% |
| OC(c1cccc(Cl)c1)c1nc(-c2ccc3c(c2)OCO3)cs1 (stereo unspecified) | 7% |
| Cc1ccc(C)c(S(=O)(=O)Nc2ccc(C(=O)NCCCN(C)C)cc2)c1 | -5% |
| Cc1noc(C)c1C(=O)N1CCC1(C)C(=O)NS(=O)(=O)c1ccc(C#N)cc1 (stereo unspecified) | 1% |
| CC1(C(=O)NS(=O)(=O)c2ccccc2Cl)CCN1C(=O)CC(c1ccccc1)c1ccccc1 (stereo unspecified) | -10% |
| C[C@@H]1CN([C@H](C)CO)C(=O)c2cc(C#CC(C)(C)O)cnc2O[C@@H]1CN(C)C(=O)C1CC1 | 2% |
| CC(C)NC(=O)Nc1ccc2c(c1)C(=O)N([C@H](C)CO)C[C@H](C)[C@@H](CN(C)Cc1ccc(C(F)(F)F)cc1)OCCCC[C@@H](C)O2 | -9% |
| CCOC(=O)C1CCN(C(=O)c2cc3ccc4ccc(C)[nH]c4c3n2)CC1 | 3% |
| CC(C)c1ccc(NC(=O)C2Cc3c(-c4ccc(Cl)cc4)ccnc3O2)cc1 (stereo unspecified) | 1% |
| O=C(c1nc(-c2ccc(Cl)cc2)n2c1CCCCC2)N1CCN(c2ccccc2F)CC1 | 2% |
| CSc1oc(-c2ccc(F)cc2)nc1S(=O)(=O)c1ccc(Br)cc1 | 1% |

A different layout for some results above.
C[C@@H]1CCCCO[C@H](CN(C)S(=O)(=O)c2ccc(F)cc2)[C@@H](C)CN([C@H](C)CO)C(=O)c2cc(NC(=O)Nc3ccc(C(F)(F)F)cc3)ccc2O1
- TbPYK inhibitor: 8%
CCOc1ccc(S(=O)(=O)NCCc2sc3nc(-c4ccc(F)cc4)nn3c2C)cc1
- TbPYK inhibitor: 47%[activator]
COc1ccc(CCNC(=O)c2csc3c2CCCCC3)c(OC)c1
- TbPYK inhibitor: -6%
COc1ccc(N2CCN(C(=O)c3cc(NS(=O)(=O)c4ccc(F)cc4)ccn3)CC2)cc1
- TbPYK inhibitor: 1%

Later entries:
| Molecule | TbPYK inhibitor |
| --- | --- |
| COc1ccc(CCNC(=O)c2cc3cc(Cl)ccc3nc2N)cc1OC | -3% |
| COc1ccc(-n2c(=O)c3c4c(sc3n3c(SCCC(C)C)nnc23)COC(C(C)C)C4)cc1 (stereo unspecified) | 4% |
| Cc1nc(N)sc1-c1csc(Nc2cc(N(C)C)ccc2Cl)n1 | -13% |
| COC(=O)[C@H]1C[C@@]2(O)CN(S(=O)(=O)c3ccc(C)cc3)C[C@@]2(OC(=O)Nc2cccs2)C[C@H]1C(=O)OC | -4% |
| CCOC(=O)c1ccc(NC(=O)COCc2cc(-c3ccc4c(c3)OCO4)on2)cc1 | -1% |
| Cc1sc2ncn(CC(=O)N3CCN(c4ccc(F)cc4)CC3)c(=O)c2c1S(=O)(=O)N1CCN(c2ncccn2)CC1 | -1% |
| O=C(CNC(=O)c1ccccc1)OCc1cc(=O)n2ccsc2n1 | 1% |
| O=C(CCc1nc2sc3c(c2c(=O)[nH]1)CCCC3)NCCc1ccc(Cl)cc1 | 1% |
| COc1cccc(CNC(=O)Cc2c(C)c3c(cc(C)c4c(C)c(C)oc43)oc2=O)c1 | 5% |
| CCn1c(C(=O)Nc2ccccc2C(=O)OC)cc2sc(Cl)cc21 | -2% |

Reprinted from the part before: 3 compounds, followed by the next part.
| Molecule | TbPYK inhibitor |
| --- | --- |
| O=C(CCc1nc2sc3c(c2c(=O)[nH]1)CCCC3)NCCc1ccc(Cl)cc1 | 1% |
| COc1cccc(CNC(=O)Cc2c(C)c3c(cc(C)c4c(C)c(C)oc43)oc2=O)c1 | 5% |
| CCn1c(C(=O)Nc2ccccc2C(=O)OC)cc2sc(Cl)cc21 | -2% |
| COc1ccc(NC(=O)Nc2cccc(-c3cn4cccnc4n3)c2)cc1 | -4% |
| CCc1ccc(NC(=O)c2cc(S(=O)(=O)NC3CCCCCC3)ccc2F)cc1 | 2% |
| O=C1NC[C@@H](CCCCN2C[C@H](Cc3ccc(O)cc3)N(CC3CCCCC3)C(=O)C2=O)N(CCc2ccccc2)C1=O | 1% |
| CCCc1cc(=O)n2[nH]c(C)c(-c3ccccc3OC)c2n1 | -9% |
| C=Cc1ccc(Cn2c(C(=O)O)c(CNCc3cc(OC)ccc3OC)c3ccc(C)cc32)cc1 | 4% |
| COc1cccc(N2CCN(C(=O)c3c(C)oc4ncnc(N5CCOCC5)c34)CC2)c1 | 0% |
| CCCCC(=O)N(C)c1c(CC)nc2c(OCc3cccc(Cl)c3)cccn12 | 0% |
| CCOc1ccc(CCNC(=O)c2ccc(-n3c(C)cc4c3CCC(C)C4)cc2)cc1OCC (stereo unspecified) | 2% |
| Cc1ccc(S(=O)(=O)N(C)C[C@@H]2OCc3cnnn3CCCC(=O)N([C@H](C)CO)C[C@H]2C)cc1 | 3% |
| Cn1cccc1C(=O)N1CCC2(CC1)CCN(c1ccc(-c3ccccc3)cc1)CC2 | 0% |
| O=C(CSc1nnc2ccc3ccccc3n12)Nc1ccccc1Cl | -1% |
| Cc1ccccc1C(=O)Nc1nc2nc(-c3ccccc3)cc(=O)n2[nH]1 | -7% |
| COc1ccc(CNC(=O)c2cc3sccc3n2C)cc1 | 1% |
| O=C(Nc1ccc2c(c1)OCCO2)C(c1ccnc2ccccc12)N1CCC(Cc2ccccc2)CC1 (stereo unspecified) | 2% |
| COc1cccc(-c2nn(C)c3sc(C(=O)N4CCN(c5cccc(C)c5)C(C)C4)cc23)c1 (stereo unspecified) | -5% |
| O=C(C1CCN(S(=O)(=O)c2cccs2)CC1)N1CCN(c2cccc(Cl)c2)CC1 | -2% |
| Cc1ccc(C)c(-n2c(N)c(C#N)c3nc4ccccc4nc32)c1 | 1% |
| CCCCn1nnnc1C(c1ccnc2ccccc12)N1CCC2(CC1)C(=O)NCN2c1ccccc1 (stereo unspecified) | -5% |
| CNc1ccc(-c2ccccc2CO)cn1 | -9% |
| COc1ccc(OC)c(NC(=O)Cn2ccn(-c3ccc(OC)c(OC)c3)c(=O)c2=O)c1 | 3% |
| O=C(O)c1ccc(-c2cccc(-c3nn4c(=O)cc(N5CCNCC5)nc4s3)c2)cc1 | 5% |
| Cc1ccccc1-c1nc(CN2CCC(C(=O)NCCc3ccccc3)CC2)c(C)o1 | 1% |
| CN(Cc1ccccc1)C(=O)c1ccc2c(c1)N(Cc1ccccc1Cl)C(=O)c1ccccc1S2 | -2% |
| O=C(Cc1ccc(Cl)cc1)Nc1ccc2nn(-c3ccc(Cl)cc3)nc2c1 | 1% |
| CCOc1cc2[nH]c(=O)n(Cc3ccc(C(=O)NCCN(CC)CC)cc3)c(=O)c2cc1OCC | 0% |
| COc1ccc(-n2nc(C(=O)Nc3cc(OC)c(OC)c(OC)c3)c(=O)n(C)c2=O)cc1 | 9% |
| CCCCC(=O)Oc1ccc2oc(-c3ccc(OC)cc3)cc(=O)c2c1 | -1% |
| CCOC(=O)c1cc2c(=O)n3ccccc3nc2n(Cc2ccco2)c1=NC(=O)c1ccc(C)c(C)c1 | -2% |
| COc1ccc(C(=O)c2oc3ccccc3c2NC(=O)COc2ccccc2)cc1 | 2% |
| CCCCCc1ccc2cc(C#N)ccc2n1 | -2% |
| O=c1cc(-c2ccccc2)nc(SCc2nc(-c3ccc(Cl)cc3)no2)[nH]1 | 4%[15.4 µM] |
| CCS(=O)(=O)NCCc1csc2nc(-c3ccc(OC)cc3)nn12 | 6% |
| CCc1ccc2oc(C(=O)N(Cc3ccc(N(C)C)cc3)Cc3ccco3)c(C)c2c1 | -2% |
| Cn1c(=O)c2sccc2n2c(CCCC(=O)NCc3ccccc3)nnc12 | -3% |
| Cc1nc2c(-c3ccccc3)c(C)nn2c(C)c1CCC(=O)Nc1ccccc1F | 0% |
| COCCn1c(C)cc(O)c(C(c2ccccc2)N2CCN(c3ccccc3F)CC2)c1=O (stereo unspecified) | -5% |
| CCCC[C@@H]1CNC(=O)C(=O)N1CCCCC1CCCCC1 | 8% |
| COc1ccc(NC(=O)C[C@H]2C(=O)N(C3CCCCC3)C[C@@H]2c2ccc(OC)cc2)cc1 | 1% |
| COc1ccc(CCNC(=O)Cn2cc(C(=O)c3ccccc3)c(=O)c3ccc(C)nc32)cc1OC | 2% |
| CNS(=O)(=O)c1cn(CC(=O)N2CCN(c3ccc(OC)cc3)CC2)cc1S(=O)(=O)NC | 2%[15.4 µM] |
| Cc1ccc2oc(-c3ccc(Cl)c(NC(=O)c4ccc(OC(C)C)cc4)c3)nc2c1 | -3% |
| COC(=O)c1ccc(NC(=O)C(=O)NCC(c2cccnc2)N2CCc3ccccc32)cc1 (stereo unspecified) | 5% |
| CCCCCC(=O)N1C[C@@H](n2cc(COC(=O)c3ccccc3)nn2)[C@H](O)C[C@@H]1c1ccc(Cl)cc1 | -3% |
| CCC(C)NC(=O)Cn1c(=O)n(Cc2ccc(C(=O)NCc3ccc(C)cc3)cc2)c(=O)c2ccccc21 (stereo unspecified) | 2% |
| COc1ccc(CCNC(=O)c2ccc(Cn3c(SCC(=O)NCCC(C)C)nc4cc5c(cc4c3=O)OCO5)cc2)cc1OC | 4% |
| CCNC(=O)C1CCCN(C(=O)Cc2ccc3ccccc3c2)CC1 (stereo unspecified) | -13% |
| CCCCN1C(=O)C(CC(=O)NCCN2CCOCC2)CC(C(=O)N2CCCCCC2)=C1C (stereo unspecified) | 7% |
| CCCCN(CC)C(=O)CSc1nc2ccccc2c(=O)n1Cc1ccco1 | -3% |
| CCCCN(c1ccccc1)S(=O)(=O)c1cc2c3c(c1)C(C)C(=O)N3CCC2 (stereo unspecified) | -7% |
| CCc1ccc(C2C(C(=O)Nc3ccc(Cl)cc3)=C(C)Nc3ncnn32)cc1 (stereo unspecified) | 0% |

(continued)
| Molecule | TbPYK inhibitor |
| --- | --- |
| Cc1ccc(SC2=C[C@@]3(O)CC[C@@H](O)[C@@](Sc4ccc(C)cc4)(C2=O)[C@H]3O)cc1 | -4% |
| Cc1ccc(NC(=O)Cn2cc(S(=O)(=O)c3ccc(F)cc3)c(=O)c3cc4c(cc32)OCO4)cc1 | -4% |
| Cc1cccc(N2CCN(C(=O)Cn3c(=O)c4cccn4c4ccc(F)cc43)CC2)c1C | -4% |
| COc1ccccc1CNC(=O)c1ccc2nc(-c3ccccc3)c(-c3ccccc3)nc2c1 | 1% |
| CCN1C(=O)[C@H]2[C@@H](c3ccc(C(F)(F)F)cc3)N[C@]3(CCCN(Cc4ccc(OC)cc4)C3=O)[C@H]2C1=O | -4% |
| CC(C)C[C@H]1CN([C@@H](Cc2ccc(O)cc2)CN2CCC[C@H]2CN2C(=O)C(=O)NC[C@@H]2Cc2ccc(O)cc2)C(=O)C(=O)N1CCc1ccccc1 | 1% |
| CCOC(=O)[C@]12CCCC=C1N(Cc1ccc(Cl)cc1Cl)C(=O)[C@H](CC(=O)NCCc1ccccc1OC)C2 | -3% |
| OC[C@H]1O[C@@H](c2nc(-c3nc(-c4ccc(F)cc4)no3)cs2)[C@H](O)[C@@H]1O | -6% |
| COc1cccc(-n2c(SCC(=O)c3ccc(Cl)cc3)nc3c([nH]c4ccccc43)c2=O)c1 | 2% |
| CSc1ccc(CNC(=O)c2sc3ncnc(N(C)C4CCCCC4)c3c2C)cc1 | -6% |
